# Source: PubChem BioAssay (National Center for Advancing Translational Sciences (NCATS))
# DT40 TDP1 no CPT – qHTS for Inhibitors of human tyrosyl-DNA phosphodiesterase 1 (TDP1): qHTS in cells in absence of CPT | hit rate 15% among 420,000 | Potency, µM (titrated, usually from 46.2 µM), for inactives: top-dose activity change, negative = growth inhibition, actives largely listed as inhibitors | DT40 Tdp1-/- hTDP1 cells, no CPT, ATP luminescence, 48 h | AID 686978, 2013; further: nearly all actives have a fitted effect of over 55% in size
#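 No-CPT arm: Tdp1-/-;hTDP1 DT40 cells (400/well) plus compounds, incubated ≥48 hr at 37 °C. Readout CellTiter-Glo luminescence.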
# TDP1 block – TDP1 (human) enzyme inhibition; Q9NUW8; recombinant TDP1, AlphaScreen DNA substrate cleavage; Potency, µM (top dose mostly 130 µM), without a hit: at the highest dose activity change, negative = inhibition, usual class: inhibitors; hit rate 0.28% among 350,000; AID 485290; further: nearly all actives have a fitted effect of over 40% in size
# Target sequence (Q9NUW8 whole entry, looked up): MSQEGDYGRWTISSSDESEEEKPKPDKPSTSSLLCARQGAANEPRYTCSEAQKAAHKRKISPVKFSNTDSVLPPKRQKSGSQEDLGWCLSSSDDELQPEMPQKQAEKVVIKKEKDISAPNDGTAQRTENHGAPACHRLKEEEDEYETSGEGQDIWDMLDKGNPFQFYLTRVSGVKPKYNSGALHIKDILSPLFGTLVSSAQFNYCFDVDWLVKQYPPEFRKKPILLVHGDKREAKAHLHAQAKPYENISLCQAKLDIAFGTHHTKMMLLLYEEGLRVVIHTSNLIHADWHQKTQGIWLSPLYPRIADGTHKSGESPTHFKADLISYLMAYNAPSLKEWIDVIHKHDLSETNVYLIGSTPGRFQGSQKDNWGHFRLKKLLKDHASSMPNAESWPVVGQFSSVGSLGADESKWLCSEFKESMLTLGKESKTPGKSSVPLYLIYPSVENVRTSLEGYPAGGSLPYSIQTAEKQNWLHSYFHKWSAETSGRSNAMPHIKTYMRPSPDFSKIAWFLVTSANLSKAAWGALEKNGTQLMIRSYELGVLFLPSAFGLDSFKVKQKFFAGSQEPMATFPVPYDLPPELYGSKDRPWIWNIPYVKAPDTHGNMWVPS
#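 Enzyme-compound mixtures sat 15 min at room temperature, followed by a 5 min reaction with 15 nM final substrate and 10 min with AlphaScreen beads. Recombinant human Tdp1 was used at 1 nM final.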
# DT40 TDP1 CPT – growth inhibition of DT40 Tdp1-/-;hTDP1 cells with camptothecin (screen for TDP1 inhibitors); chicken DT40 Tdp1-/-;hTDP1 cells + 20 nM CPT, ATP luminescence, 48 h; hit rate 12% among 420,000; Potency, µM (doses to about 46.2 µM), for inactives: top-dose activity change, negative = growth inhibition, hits mostly inhibitors; further: nearly all actives have a fitted effect of over 55% in size
#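 Chicken DT40 Tdp1-/- cells complemented with human TDP1, 400 cells/well, exposed to compounds plus 20 nM camptothecin for at least 48 h at 37 C; viability read as ATP content by CellTiter-Glo luminescence.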
# Starred values were filed as active, the others as inactive; ? = inconclusive; . = no result given; & = joins results of further samples; [ ] = remark or other dose. The call rests on the fitted dose curve; in most records, active means well fitted curve in the direction sought with a large enough effect; inconclusive means small, poorly fitted or top-dose-only effect, or another doubt; inactive means no such curve, though single readings can be large; an effect the other way counts as inactive or inconclusive. On the % scale 0 is the no-effect control and ±100 the full control effect; potency means the concentration at half of the fitted maximal effect.
canonical_smiles	DT40 TDP1 CPT	DT40 TDP1 no CPT	TDP1 block
COc1cc(O)sc1C=Nc1ccc(Cl)cc1	-22%	?	-2%
O=C(NC1CCN(S(=O)(=O)c2cccc(F)c2)CC1)c1cccc(F)c1	-21%	5%	.
COc1cc(CC(=O)NCc2ccccn2)cc(OC)c1OC	-18%	-1%	5%
CCN(CC)CCNC(=O)Cn1ncc2c3ccccc3n(Cc3ccccc3C)c2c1=O	?	26µM*	5%
COc1ccc(CN2C[C@]3(CO)O[C@@H](CO)C[C@@H]3S2(=O)=O)cc1	-4%	-14%	0%[56.1 µM]
CC(C)CCN1CCNC(=O)C1CC(=O)Nc1ccc(F)cc1 (configuration not stated)	-6%	9%	-1%
O=C(c1ccco1)N(CCC(c1ccccc1)c1ccco1)Cc1ccccc1 (configuration not stated)	?	?	1%
C=CCNC(=S)NNC(=O)c1cccn(Cc2ccc(Cl)c(Cl)c2)c1=O	?	-28%	-2%
COCCNC(=O)/C(C#N)=C/c1cc(C(C)C)c(OC)cc1C	?	?	6%
O=C1CN(C(=O)COC(=O)c2cccs2)c2ccccc2N1	3%	7%	-3%[56.1 µM]
CCc1ccc(S(=O)(=O)c2c[nH]c3cc(OC)c(OC)cc3c2=O)cc1	-24%	?	-1%
CC(OC(=O)CCCCCN=C1NS(=O)(=O)c2ccccc21)C(=O)Nc1cc(Cl)cc(Cl)c1 (configuration not stated)	-24%	?	4%
Cc1ccc(Cn2c(C(C)Nc3nc(-c4ccc(F)cc4)cs3)nc3cc(Cl)c(Cl)cc32)cc1 (configuration not stated)	29µM*	?	.
O=C(NCc1ccc2c(c1)OCO2)NC12CC3CC(CC(C3)C1)C2	21µM*	18µM*	4%
COc1ccc2nc(NC(=O)c3cccs3)sc2c1	?	?	3%
CCOC(=O)C1CCN(C(=O)c2ccc(Cl)c(Cl)c2)CC1	11%	-15%	4%
O=C(NC1CC1)c1cccc2c1C(=O)c1ccc(N3CCC(Cc4ccccc4)CC3)cc1S2(=O)=O	23µM*	13µM*	2%
CCN(CC)CCNC(=O)/C(=C/c1cn(CC)c2ccccc12)NC(=O)c1cc(OC)c(OC)c(OC)c1	-19%	-6%	1%
COc1ccc(N2CCN(CCNC(=O)CCN3C(=O)COc4ccccc43)CC2)cc1	-15%	-12%	7%
Cc1sc2ccccc2[n+]1CC(=O)c1ccccc1	?	18µM*	.

# Following part
canonical_smiles	DT40 TDP1 CPT	DT40 TDP1 no CPT	TDP1 block
CCOCCCn1c(=N)c(C(=O)NC(C)c2ccccc2)cc2c(=O)n3cc(C)ccc3nc21 (configuration not stated)	-2%	2%	.
Cn1nc(-c2ccccc2F)c2cc(C(=O)NCc3ccc(Cl)cc3)sc21	?	16µM*	4%
O=C(CSc1ncn[nH]1)Nc1nc(-c2ccccc2)cs1	-24%	-23%	10%
Cc1ccc(S(=O)(=O)Nc2cccc(C(=O)NCC(c3ccco3)N(C)C)c2)cc1F (configuration not stated)	?	21µM*	-5%
Cc1cccc(NC(=O)CSc2ncc3c(n2)-c2ccccc2N(Cc2ccc(F)cc2)S3(=O)=O)c1C	?	-25%	5%
O=C(c1ccc(Br)o1)N1CCN=C1SCc1cccc(F)c1	-23%	?	-1%
O=C1CCc2cc(S(=O)(=O)N3CCN(Cc4ccc5c(c4)OCO5)CC3)ccc2N1	-15%	-21%	-1%
Cc1cccc(N2CCN(C(=O)c3cc(S(=O)(=O)N4CCCC4)cn3C)CC2)c1C	23µM*	?	.
Cc1nc(NC(=O)COC(=O)C(C)NC(=O)c2ccccc2)c(Cl)cc1Cl (configuration not stated)	7%	-26%	0%
Cc1ccccc1C(=O)NCCOc1ccccc1Cl	11%	-2%	.
CCN(CC)c1ccc(/C=N/NC(=O)c2nnn(-c3nonc3N)c2CN(C)C2CCCCC2)cc1	4%	?	.
O=C(Cn1c(=O)n(Cc2ccc(F)cc2)c(=O)c2sc3ccccc3c21)NCc1ccccc1Cl	?	?	2%
Cc1cc(C)c(OCC(=O)N(Cc2cccs2)C2CCS(=O)(=O)C2)c(C)c1 (configuration not stated)	4%	-25%	-6%
COc1ccccc1NC(=O)Cc1cccc2ccccc12	?	?	.
CCOc1ccc(-c2cc(C(=O)N/N=C/c3ccc(O)cc3)c3ccccc3n2)cc1	1.8µM*	0.65µM*	.
COCCCNC(=O)Cn1nc(-c2cccc(OC)c2)ccc1=O	1%	1%	.
CCN(C(C)=O)c1nc(CSc2nnc(NC(C)C)s2)cs1	-15%	?	2%
Cc1occc1C(=O)N(C)CC1CCCN(CCc2ccccc2F)C1 (configuration not stated)	4%	6%	2%
CCCCC[C@@H]1C=C(C(=O)O)[C@H](c2cccc(C)c2)N1S(=O)(=O)c1ccc(C)cc1	-20%	-20%	3%
CCOC(=O)COc1ccc(C(=O)CC)cc1OC	-25%	-27%	-4%

# Single entries from the entries so far:
# For DT40 TDP1 CPT, CCOC(=O)C1CCN(C(=O)c2ccc(Cl)c(Cl)c2)CC1 reads 11%
# For DT40 TDP1 CPT, CCCCC[C@@H]1C=C(C(=O)O)[C@H](c2cccc(C)c2)N1S(=O)(=O)c1ccc(C)cc1 reads -20%
# For DT40 TDP1 CPT, O=C(c1ccc(Br)o1)N1CCN=C1SCc1cccc(F)c1 reads -23%

# Next records.
canonical_smiles	DT40 TDP1 CPT	DT40 TDP1 no CPT	TDP1 block
CCCC(=O)N1CCN(c2nc3ccccc3s2)CC1	?	-30%	0%
Cc1ccc(-c2nc3cnccn3c2Nc2ccc(C(C)C)cc2)o1	?	10µM*	3%
COC(=O)[C@@]12C[C@@H](CC(=O)N3CCCC3)C(=O)N(Cc3ccc4c(c3)OCO4)C1=CCC(C)(C)C2	?	?	.
COc1cccc(C(=O)N2N=C(c3ccccn3)CC2(O)C(F)(F)F)c1 (configuration not stated)	21µM*	4.6µM*	6%
CCOC(=O)c1cc(-c2ccccc2)nn1CC1CC(c2cccc([N+](=O)[O-])c2)=NO1 (configuration not stated)	?	?	.
Cc1ccc(S(=O)(=O)N2CCC(C(=O)Nc3ccc(C)c(Cl)c3)CC2)cc1	?	?	.
O=S1(=O)CCN(C(CO)c2ccccc2)CC1 (configuration not stated)	-4%	-3%	4%
COc1ccccc1OC(C)C(=O)Nc1ccc2c(c1)OCCO2 (configuration not stated)	2%	-15%	-13%
CCS(=O)(=O)N1CC(=O)N(c2ccc(Cl)cc2)C(C)(C(=O)NC2CCCCCC2)C1 (configuration not stated)	-4%	-11%	4%
C=CCOC(=O)C1=C(C)N=C2SCCC(=O)N2C1c1cccs1 (configuration not stated)	?	?	2%
S=C(NCCc1ccccc1)NC1CCCCCC1	18µM*	?	0%
Cc1ccc(Nc2nc(-c3ccccc3)c(CC(=O)O)s2)cc1	15%	-29%	5%
COc1cc(OC)cc(-c2cc(NC(C)=O)n[nH]2)c1	?	?	0%
COc1ccc(C(NC(=O)C(C)C)c2c(O)ccc3ccccc23)cc1 (configuration not stated)	?	?	6%
CCN(CC)S(=O)(=O)c1ccc(NC(=O)c2cnccn2)cc1	-18%	-26%	0%
FC(F)(F)c1cnc(C(c2ccccn2)c2ncn[nH]2)c(Cl)c1 (configuration not stated)	?	?	3%
COc1ccc(-c2ccc(NS(=O)(=O)c3cccc([N+](=O)[O-])c3)cc2)nn1	?	?	4%
COc1ccc(OC)c(C(=O)c2ccccc2)c1	-12%	-13%	0%[56.1 µM]
CC(=O)c1cc2c(=O)c3cc(C)ccc3oc2nc1C	?	?	5%
O=C(N/N=C\c1ccc(OC(=O)c2ccco2)cc1)c1ccc(Cl)cc1	-11%	3%	6%

# Exported as labelled records: three of the compounds above.
CCc1ccc(S(=O)(=O)c2c[nH]c3cc(OC)c(OC)cc3c2=O)cc1
  DT40 TDP1 CPT: -24%	DT40 TDP1 no CPT: ?	TDP1 block: -1%

CC(OC(=O)CCCCCN=C1NS(=O)(=O)c2ccccc21)C(=O)Nc1cc(Cl)cc(Cl)c1 (configuration not stated)
  DT40 TDP1 CPT: -24%	DT40 TDP1 no CPT: ?	TDP1 block: 4%

Cc1ccc(Cn2c(C(C)Nc3nc(-c4ccc(F)cc4)cs3)nc3cc(Cl)c(Cl)cc32)cc1 (configuration not stated)
  DT40 TDP1 CPT: 29µM*	DT40 TDP1 no CPT: ?	TDP1 block: .

# Later entries.
canonical_smiles	DT40 TDP1 CPT	DT40 TDP1 no CPT	TDP1 block
COc1ccc(OC)c(S(N)(=O)=O)c1	-2%	4%	-1%
CCOC(=O)c1c(C)nc2ccc(Cl)cc2c1-c1ccccc1	-20%	?	-8%
CCCc1nnc(NC(=O)CSc2nc3ccccc3[nH]2)s1	?	?	2%
Cc1ccc(NC(=O)CN2C(=O)NC3(CCCC3)C2=O)nc1	-10%	-5%	.
CC1(C(=O)NCc2cccc3ccccc23)CCN1Cc1ccccc1OC(F)F (configuration not stated)	21µM*	15µM*	.
Cc1nc2cc(NC(=O)Nc3ccc(N4CCOCC4)cc3)ccc2n1C	-20%	-12%	-12%
Cc1cc(Br)ccc1NC(=O)CNC(=O)Cc1ccc(S(=O)(=O)N2CCOCC2)s1	?	?	1%
COC(=O)c1ccc(C(=O)OC)c(NC(=O)CN(c2ccc3c(c2)OCO3)S(C)(=O)=O)c1	-1%	-15%	0%
CCc1ccc(C(C)NC(=O)C2(C)CC2(Br)Br)cc1 (configuration not stated)	-9%	-26%	7%
Cc1c(NC(=O)CCSc2ccc(Cl)cc2)c(=O)n(-c2ccccc2)n1C	-25%	-25%	4%
CNC(=O)C1CN(C(=O)c2cccc(S(=O)(=O)N3CCc4ccccc43)c2)c2ccccc2O1 (configuration not stated)	7.3µM*	5.8µM*	.
CC(C)=C(NC(=O)c1ccccc1Br)C(=O)NCCc1nc2ccccc2[nH]1	10%	5%	0%
O=C(NCc1ccccc1)C(c1ccco1)N(C(=O)c1ccccn1)c1ccccc1 (configuration not stated)	10%	-6%	.
CCOc1nc(Nc2ccc(OC)cc2OC)nc(OCC)n1	-23%	16µM*	2%
COc1ccc(Cn2c(CCC(=O)Nc3ccc(C)cc3)nc3cccnc32)cc1	?	15µM*	1%&-2%
CC1CCN(S(=O)(=O)c2ccc(NC(=O)Cc3ccc(S(=O)(=O)N4CCOCC4)s3)cc2)CC1	18µM*	23µM*	1%
Clc1ccccc1-c1ccc2ncnc(NC3CCNCC3)c2c1	?	?	.
CCN(Cc1ccccc1)C(=O)C1CCN(Cc2ccc(SC)cc2)CC1	?	?	3%
CCOc1ccc(OCCC(=O)OCC(=O)Nc2cc(OCC)c(N3CCOCC3)cc2OCC)cc1	18µM*	26µM*	-14%
CC(=O)Nc1ccc(S(=O)(=O)N2CCN(c3ccc([N+](=O)[O-])cc3)CC2)cc1	23µM*	21µM*	.

# 3 structures out of the list, sorted by number of heavy atoms, rising:
canonical_smiles	DT40 TDP1 CPT	DT40 TDP1 no CPT	TDP1 block
C=CCOC(=O)C1=C(C)N=C2SCCC(=O)N2C1c1cccs1 (configuration not stated)	?	?	2%
O=C(N/N=C\c1ccc(OC(=O)c2ccco2)cc1)c1ccc(Cl)cc1	-11%	3%	6%
Cc1cccc(N2CCN(C(=O)c3cc(S(=O)(=O)N4CCCC4)cn3C)CC2)c1C	23µM*	?	.

# Full records as entered above. Order of values: DT40 TDP1 CPT	DT40 TDP1 no CPT	TDP1 block
# Cc1ccc(NC(=O)CN2C(=O)NC3(CCCC3)C2=O)nc1 in the list: -10%	-5%	.
# CCOc1nc(Nc2ccc(OC)cc2OC)nc(OCC)n1 in the list: -23%	16µM*	2%
# CCCc1nnc(NC(=O)CSc2nc3ccccc3[nH]2)s1 in the list: ?	?	2%

# Other entries follow:
canonical_smiles	DT40 TDP1 CPT	DT40 TDP1 no CPT	TDP1 block
c1ccc(-c2nc3c([nH]2)CCc2nonc2-3)cc1	1%	-19%	4%
CCOC(=O)[C@]12CCCC=C1N(Cc1ccccc1)C(=O)[C@H](CC(=O)N1CCCC1)C2	-17%	?	.
O=C1CCc2nc3ccccc3c(=O)n2N1	2%	-6%	-8%
O=C(NCCC1=CCCCC1)c1ccc2c(c1)N(Cc1ccccc1F)C(=O)c1ccccc1S2(=O)=O	?	16µM*	5%
CCOC(=O)N1CCN(C(=O)CCS(=O)(=O)c2cc3c(cc2Cl)NC(=O)CO3)CC1	-24%	-4%	.
O=C(NOCc1cscn1)Nc1ccccc1	-29%	3%	.
CCn1c(CNc2nc(-c3ccccc3)cs2)nnc1SCC(=O)NCc1ccco1	-14%	0%	6%
CCc1c(C)c2ccc(OCC(=O)NCC3CCC(C(=O)O)CC3)c(C)c2oc1=O (configuration not stated)	0%	-17%	.
Nn1c(Nc2ccccc2)nc2sc3c(c2c1=O)CCCC3	?	?	6%
COc1ccccc1CNC(=O)CSc1ccccc1	0%	-8%	5%
CN1CCN(C(=O)c2ccc(-c3ccccc3)cc2)CC1	-9%	-10%	3%
CNC(=O)Nc1ccc(Cl)cc1	-11%	-7%	9%
CC[C@H]1C(Nc2ccccc2)C[C@@H]2CCN3C(=O)CC[C@H]1[C@H]23 (some centres not stated)	-17%	?	.
